AI-2 QS mod: modulators of Vibrio harveyi AI-2 quorum sensing system | Vibrio harveyi JMH597 AI-2 luminescence/OD600 ratio, 9 h; hits give low values; strain lacks LuxN and CqsS sensors; 0 = neutral-control median | activity change, % at 7.5 µM | 0.4% of 300,000 active | AID 2094; in the data active = activity change below about -75%, passing the limit was not always enough;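 also: luminescence divided by OD600 gain over 9 h not by final OD600 alone; inactives centre near 13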
TRPC4 act: activators of mouse TRPC4 channel. Q9QUQ5. HEK293 TRPC4beta/mu-opioid, Fluo4 calcium fluorescence; hits give high values. B-score at 10 µM. 0.49% of 310,000 active. AID 2237;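 active = B-score above 5 SD of library B-scores, and initial fluorescence ratio not above library mean plus 5 SD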;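 also: positive B-score marks a calcium rise read as TRPC4 activation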
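Assay system – TRPC4beta and mu-opioid receptor HEK293 stable cells · Measured by – Fluo4 fluorescence, kinetic · Schedule – dye loading 45 min room temperature, 110 s kinetic read · Read-out – B-scored integrated calcium fluorescence ratio · Controls – buffer and maximal DAMGO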
PolyA inhibitor: inhibitors of polyadenylation in S. cerevisiae. S. cerevisiae SKY197-pL101 polyadenylation reporter, beta-gal luminescence; efflux-impaired pdr1/pdr3 knockout yeast; score 100 = 6 SD above DMSO. calls only at 12 µM. 0.02% of 300,000 active;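 active = lowest replicate activity score at least 50, where 100 means six control SD above control mean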;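 also: yeast exposed to compound for 9 h at 30 °C; higher score means more reporter readthrough which indicates perturbed polyadenylation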
TRPC6 inhibitor: inhibitors of mouse TRPC6 channel. Q61143. B-score at 10 µM. 1.1% of 310,000 active. HEK293-TRPC6, membrane potential dye, ACh-evoked depolarization; hits give low values;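 active = B-score under library mean minus 3 SD, initial fluorescence not abnormally high, positive integrated signal ratio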;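 also: B-score derived from integrated fluorescence ratio over the kinetic read; more negative B-score means stronger inhibition of depolarization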
Target sequence (Q61143 whole entry, looked up): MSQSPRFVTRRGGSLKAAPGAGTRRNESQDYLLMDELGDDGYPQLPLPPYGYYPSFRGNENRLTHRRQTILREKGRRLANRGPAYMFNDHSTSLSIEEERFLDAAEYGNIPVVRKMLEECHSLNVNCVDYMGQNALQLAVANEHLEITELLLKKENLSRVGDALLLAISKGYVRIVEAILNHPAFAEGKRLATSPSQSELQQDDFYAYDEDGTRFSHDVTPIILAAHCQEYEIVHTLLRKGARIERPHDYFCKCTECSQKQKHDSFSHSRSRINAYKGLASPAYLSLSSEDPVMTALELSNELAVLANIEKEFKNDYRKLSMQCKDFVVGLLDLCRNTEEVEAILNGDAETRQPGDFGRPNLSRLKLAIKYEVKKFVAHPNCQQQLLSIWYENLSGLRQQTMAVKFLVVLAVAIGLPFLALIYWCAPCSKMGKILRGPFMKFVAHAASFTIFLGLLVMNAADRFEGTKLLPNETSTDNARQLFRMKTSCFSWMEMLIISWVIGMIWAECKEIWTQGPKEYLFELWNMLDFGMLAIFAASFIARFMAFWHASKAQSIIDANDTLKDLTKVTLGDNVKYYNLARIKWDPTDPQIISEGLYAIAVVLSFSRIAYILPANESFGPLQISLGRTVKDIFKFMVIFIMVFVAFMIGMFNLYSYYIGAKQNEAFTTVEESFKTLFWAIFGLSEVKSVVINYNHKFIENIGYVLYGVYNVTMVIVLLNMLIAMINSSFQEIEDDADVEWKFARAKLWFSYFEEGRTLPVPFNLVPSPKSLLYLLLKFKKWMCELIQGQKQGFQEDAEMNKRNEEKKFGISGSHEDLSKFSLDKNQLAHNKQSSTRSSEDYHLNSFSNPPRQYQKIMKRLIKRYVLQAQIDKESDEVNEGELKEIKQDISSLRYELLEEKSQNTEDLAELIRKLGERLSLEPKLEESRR
HIF activator: HIF pathway transcriptional activation; 0.32% of 300,000 active; activation, % at 7.5 µM (by protocol); U2OS HRE-luciferase reporter, luminescence; normalized: DMSO 0%, desferrioxamine 100%; AID 1910;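 active = mean activation of at least 10% of the iron chelator positive control signal, with at least half of replicates also reaching 10%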
MrgX1 allo act: allosterically activates human MrgX1 receptor signaling; B-score at 10 µM; AID 588675; Q96LB2; MrgX1-HEK293, Fluo-4 calcium flux, FDSS; hits give high values; 0.63% of 310,000 active;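 active = plate-corrected calcium response at least 3 library SD above typical, normal starting fluorescence, not activating the receptor alone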;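 also: compound read alongside a low EC10 to EC30 dose of BAM8-22 agonist; peak minus trough fluorescence over baseline measured at the second addition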
MrgX1 antag: antagonists of human MrgX1 receptor | Q96LB2 | MRGX1-HEK293 calcium flux, Fluo-4, BAM8-22 antagonism; hits give low values | B-score at 10 µM | 1.3% of 310,000 active | AID 588676;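 active = calcium-response B-score plate-corrected more than 3 library SD below zero, starting fluorescence within 5 deviations, no agonist response on first addition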;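 also: peak minus trough fluorescence over baseline after final BAM8-22 challenge near maximal dose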
TRPC4 inh: inhibitors of mouse TRPC4 channel; B-score at 10 µM; Q9QUQ5; HEK293 TRPC4beta/mu-opioid, DAMGO-evoked Fluo4 calcium flux; hits give low values; 0.39% of 300,000 active;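 active = B-score over 3 SD under the library average, no early fluorescence shift, positive overall ratio signal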
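Material: HEK293 cells with stable TRPC4beta plus mu-opioid receptor expression / Probe or stimulus: DAMGO in two steps, submaximal then maximal / Compound: single concentration per test compound / Technique: kinetic Fluo4 fluorescence imaging of calcium influx / Read-out: per-well B score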
TRPC6 activator: activates the mouse TRPC6 cation channel; HEK293-TRPC6 membrane potential dye fluorescence; hits give high values; B-score at 10 µM; 0.13% of 310,000 active; AID 2550;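 active = B-score of the integrated fluorescence ratio above library mean plus 3 SD, and starting fluorescence ratio within library mean plus 5 SD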;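 also: higher score means more depolarization so channel activation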
MrgX1 agonist: human MrgX1 receptor agonism, primary screen | Q96LB2 | B-score at 10 µM | MrgX1-HEK293 cells, Fluo-4 calcium fluorescence, agonist mode; hits give high values | 0.44% of 310,000 active;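 active = calcium response B-score plate-corrected fluorescence ratio at least 3 library SD, with starting fluorescence B-score inside 5 SD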
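Material – MrgX1-expressing HEK293 cells · Input – 15,000 cells seeded per well · Dosing – compound as first of three additions · Times – overnight seeding, then 1 h dark dye loading · Measured by – kinetic Fluo-4 NW fluorescence of intracellular calcium · Read-out – B-scored fluorescence response ratio · Benchmarks – positive and negative control wells on each plate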
TRPC4 PAM: allosteric potentiators of mouse TRPC4 channel. 0.42% of 310,000 active. B-score at 10 µM. Q9QUQ5. AID 2227. HEK293 TRPC4beta/mu-opioid, DAMGO EC20, Fluo-4 Ca2+ flux; hits give high values;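 active = B-score of calcium response area above 5 SD of library B-scores, with initial fluorescence ratio within 5 SD of library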;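 also: B-score of integrated fluorescence ratio over time as area under calcium response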
* marks the source's active call; other numbers are inactive results; i = inactive; . = no result given. An excerpt (hit frequency here may not be typical).

SMILES | AI-2 QS mod | TRPC4 act | PolyA inhibitor | TRPC6 inhibitor | HIF activator | MrgX1 allo act | MrgX1 antag | TRPC4 inh | TRPC6 activator | MrgX1 agonist | TRPC4 PAM
COC(=O)c1ccccc1NC(=O)CSc1nncn1C | 13.4 | i | i | i | -0.2 | i | i | i | i | i | i
COc1ccc(CCN2CC(C(=O)NCCc3ccccn3)CCC2=O)cc1 (stereo unspecified) | 24.1 | i | i | i | 0.1 | i | i | i | i | i | i
O=C(CSc1ncccn1)N1CCc2ccccc2C1 | 37.1 | i | i | i | 0.4 | i | i | i | i | i | i
C=CCOc1ccc(C=Nc2cccc(Cl)c2)c(O)c1 | 8.6 | i | i | i | 0.5 | i | i | i | i | i | i
Cc1csc(NC(=O)c2ccc(S(=O)(=O)N3CCCC3)cc2)n1 | 3.8 | i | i | i | 0.6 | i | i | i | i | i | i
CCOc1ccccc1OCCn1ncc2ccc(OC)c(OC)c2c1=O | 19.6 | i | i | i | -19.8 | i | i | i | i | i | i
COc1cc(CN2CCN(c3cccc(C)c3C)CC2)cc(Br)c1O | 12.2 | i | i | i | -0.2 | i | i | i | i | i | i
CC(NC(=O)CN1C(=O)NC(Cc2ccccc2)(Cc2ccccc2)C1=O)C12CC3CC(CC(C3)C1)C2 (stereo unspecified) | 12.4 | i | i | i | 1.2 | i | i | i | i | i | i
COc1ccccc1N1C(=O)CC(N2CCN(c3ccc(Cl)cc3)CC2)C1=O (stereo unspecified) | 36.7 | i | i | i | 1.7 | i | i | i | i | i | i
CC(C)OCCCNc1nc2c([nH]1)c(=O)n(C)c(=O)n2C | 10.5 | i | i | i | -0.8 | i | i | i | i | i | i
CCCn1c(CNC(=O)Cc2ccccc2)nc2ccccc21 | 11.3 | i | i | i | 0.0 | i | i | i | i | i | i
Cc1ccc(C(=O)C2=C(O)C(=O)N(Cc3cccnc3)C2c2ccc(N(C)C)cc2)o1 (stereo unspecified) | 11.3 | i | i | i | 0.6 | i | i | i | i | i | i
COc1ccc(OC)c(NC(=S)NCc2ccc(S(N)(=O)=O)cc2)c1 | 15.7 | i | i | i | 0.1 | i | i | i | i | i | i
O=C(CSc1nccn(-c2ccc(Br)cc2)c1=O)NCc1ccccc1 | 7.1 | i | i | i | -0.2 | i | i | i | i | i | i
Cc1cccc(NC(=O)c2ccc(NCC3CCCO3)c([N+](=O)[O-])c2)n1 (stereo unspecified) | 17.7 | i | i | i | 2.3 | i | i | i | i | i | i

Another view of 2 compounds above:
molecule	AI-2 QS mod	TRPC4 act	PolyA inhibitor	TRPC6 inhibitor	HIF activator	MrgX1 allo act	MrgX1 antag	TRPC4 inh	TRPC6 activator	MrgX1 agonist	TRPC4 PAM
COc1ccccc1N1C(=O)CC(N2CCN(c3ccc(Cl)cc3)CC2)C1=O (stereo unspecified)	36.7	i	i	i	1.7	i	i	i	i	i	i
COC(=O)c1ccccc1NC(=O)CSc1nncn1C	13.4	i	i	i	-0.2	i	i	i	i	i	i

Following part:
SMILES | AI-2 QS mod | TRPC4 act | PolyA inhibitor | TRPC6 inhibitor | HIF activator | MrgX1 allo act | MrgX1 antag | TRPC4 inh | TRPC6 activator | MrgX1 agonist | TRPC4 PAM
CCC(C)(C)n1nnnc1C(c1ccc(C)cc1)N1CCN(Cc2cccnc2)CC1 (stereo unspecified) | 8.5 | i | i | i | -0.1 | i | i | i | i | i | i
CCc1nnc(SCc2cccc(F)c2)nc1CC | -10.3 | i | i | i | 1.0 | i | i | i | i | i | i
CCOC(=O)N1CCN(C(=S)Nc2ccccc2C(C)C)CC1 | 18.8 | i | i | i | -0.3 | i | i | i | i | i | i
CCOC(=O)c1c(C)[nH]c(C(=O)COC(=O)COc2ccccc2C)c1C | 25.3 | i | i | i | 0.3 | i | i | i | i | i | i
Cc1ccc(NC(=O)Nc2cc(S(=O)(=O)N(C)C)ccc2C)cc1 | 19.0 | i | i | i | 1.9 | i | i | i | i | i | i
CCOC(=O)c1cc(-c2ccccc2)nn1CCC#N | 13.2 | i | i | i | 1.0 | i | i | i | i | i | i
CCC(C)(C)n1nnnc1C(C(C)C)N1CCN(C)CC1 (stereo unspecified) | 29.7 | i | i | i | 0.0 | i | i | i | i | i | i
COc1ccc(C2(O)CCN(C(=O)c3c(F)cccc3F)CC2)cc1 | 29.8 | i | i | i | -0.2 | i | i | i | i | i | i
CCNc1c(NS(=O)(=O)c2ccc(OC)c(Cl)c2)c(=O)oc2ccccc12 | 8.0 | i | i | i | 0.6 | i | i | i | i | i | i
COc1ccc(S(=O)(=O)N(CC(=O)NCc2ccncc2)c2cc(C)cc(C)c2)cc1OC | 3.6 | i | i | i | -0.5 | i | i | i | i | i | i
CSc1nc(C)c(CCOCc2ccccc2)c(=O)[nH]1 | -2.0 | i | i | i | -1.7 | i | i | i | i | i | i
C=C1CCN([C@@H](Cc2ccccc2)C(=O)NCc2ccc(Cl)c(Cl)c2)S(=O)(=O)c2ccccc21 | -1.0 | i | i | i | 0.1 | i | i | i | i | i | i
Cc1c(C(=O)N2CCN(S(=O)(=O)c3ccc(F)cc3)CC2)oc2ccccc12 | 3.8 | i | i | i | 0.0 | i | i | i | i | i | i
Cc1cccc(C(=O)O/N=C2\CCSc3ccc(C)cc32)c1 | 9.0 | i | i | i | 0.3 | i | i | i | i | i | i
Cc1c(NS(=O)(=O)N2CCCC2)c(=O)n(-c2ccccc2)n1C | 20.6 | i | i | i | -0.3 | i | i | i | i | i | i
CN(C(=O)OCc1ccccc1)C(CC(N)=O)C(=O)O (stereo unspecified) | 29.2 | i | i | i | -0.4 | i | i | i | i | i | i
CCCCn1c(-c2cccc3ccccc23)nc2cc3[nH]c(=O)c(C(C)C)nc3cc21 | -11.9 | i | i | i | 0.1 | i | i | i | i | i | i
CCS(=O)(=O)N1Cc2ccccc2CC1C(=O)Nc1nccs1 (stereo unspecified) | 25.7 | i | i | i | 2.4 | i | i | i | i | i | i
Cc1ccc2oc(C(Cl)(Cl)Cl)cc(=O)c2c1 | 30.6 | i | i | i | -0.6 | i | i | i | i | i | i
COc1cccc2c(=O)n(CC(=O)NCCc3ccccc3)ccc12 | 7.8 | i | i | i | -0.2 | i | i | i | i | i | i
CC(C)Cc1nn2c(N)c(/C=C3\C=Nc4ccccc43)c(=O)nc2s1 | 58.6 | i | i | i | -0.3 | i | i | i | i | i | i
O=C(c1cccs1)N1CCN(c2cccc(Cl)c2)CC1 | 6.8 | i | i | i | -0.2 | i | i | i | i | i | i
COc1cc(-c2nc(C(F)(F)F)c(OC)o2)cc(OC)c1OC | 1.9 | i | i | i | -0.4 | i | i | i | i | i | i
Cn1c(C(=O)N2CCCc3ccccc32)cc2c(=O)n3ccccc3nc21 | 19.2 | i | i | i | -2.7 | i | i | i | i | i | i
CC(C)(C)NC(=O)C(c1ccc(F)cc1)N(Cc1ccco1)C(=O)CCC(=O)Nc1ccccn1 (stereo unspecified) | 11.9 | i | i | -6* | -0.6 | i | i | i | i | i | i
CC1(C)CC(=O)C=C(C(=O)N2CCCC(C(=O)c3cccc(Cl)c3)C2)O1 (stereo unspecified) | 5.8 | i | i | i | -0.9 | i | i | i | i | i | i
COC(=O)c1sc(NC(=S)NC(=O)c2cccc(Br)c2)nc1C | . | i | i | i | 2.7 | i | i | i | i | i | i
[2H]c1c([2H])c([2H])c(C(=O)c2sc(N3CCCCCC3)nc2-c2ccccc2)c([2H])c1[2H] | 4.8 | i | i | i | 0.3 | i | i | i | i | i | i
Cc1cc2nc(C(C)(C)C)cc(N)n2n1 | 17.2 | i | i | i | -0.3 | i | i | i | i | i | i
COc1ccccc1N1CCN(C(=O)CCC(=O)Nc2nnc(C(C)C)s2)CC1 | 21.2 | i | i | i | 0.1 | i | i | i | i | i | i
COc1ccc(OC)c(NC(=O)Cn2c(=O)n(CC(=O)NCc3ccco3)c(=O)c3ccccc32)c1 | 14.4 | i | i | i | 0.6 | i | i | i | i | i | i
CC(C)(C)C(=O)/C=c1\[nH]c(=O)/c(=C\c2ccc(F)cc2)s1 | 24.7 | i | i | i | 0.5 | i | i | i | i | i | i
CCc1c(C)c2ccc(OCC(=O)OC(C)C)c(C)c2oc1=O | 14.7 | i | i | i | 0.0 | i | i | i | i | i | i
COc1ccc(C(=O)Nc2nc3ccc(OC)cc3s2)cc1 | 7.5 | i | i | i | 4.2 | i | i | i | i | i | i
NC(=O)c1cccn(Cc2ccc(C(F)(F)F)cc2)c1=O | 32.2 | i | i | i | 0.1 | i | i | i | i | i | i
O=C(CNC(=O)c1ccc(F)cc1)c1ccc(Cl)cc1 | 26.4 | i | i | i | 2.8 | i | i | i | i | i | i
O=C1CCN(CCc2ccccc2)CCN1[C@H](CSc1ccc(Br)cc1)c1ccccc1 | 34.7 | i | i | i | 0.5 | i | i | i | i | i | i
COc1ccc(C(=O)n2nc(C#N)c(C#N)c2N)cc1 | 11.7 | i | i | i | 0.4 | i | i | i | i | i | i
CCOc1cc(C(C(=O)NCC2CCCO2)N(C(=O)Cn2nnc3ccccc32)c2ccccc2OC)ccc1O (stereo unspecified) | 12.4 | i | i | i | 0.2 | i | i | i | i | i | i
Cc1ccc2c(c1)c(C)cc[n+]2Cc1ccccc1 | -1.7 | i | i | i | 0.4 | i | i | i | i | i | i
Cc1cc(C(=O)N2CCC(Cc3ccccc3)CC2)no1 | 10.2 | i | i | i | 0.1 | i | i | i | i | i | i
Cc1ccc(S(=O)(=O)N2CC3CCC2C3)cc1 (stereo unspecified) | 48.0 | i | i | i | -0.2 | i | i | i | i | i | i
O=C(CN1CCCc2ccccc21)N/N=C/c1ccc(F)cc1F | 7.1 | i | i | i | 0.0 | i | i | i | i | i | i
C/C(CC(=O)Nc1ccc2c(c1)OCCO2)=N\NC(=O)c1ccccc1Cl | 25.3 | i | i | i | 1.4 | i | i | i | i | i | i
COc1cc(C(=O)NC(c2ccccc2)c2ccccc2)cc(Cl)c1OC | 5.3 | i | i | i | -0.6 | i | i | i | i | i | i
Cc1c(N=C2SCC(=O)N2/N=C\c2ccc(Br)cc2)c(=O)n(-c2ccccc2)n1C | 13.9 | i | i | i | -0.3 | i | i | i | i | i | i

Compound activity as filed in PubChem.
